Source: PubChem
N370S GC mod: N370S glucocerebrosidase modulation, Gaucher chaperone candidate; P04062; N370S GC spleen homogenate, 4MU-glucoside fluorescence; Potency, µM (doses to about 59.4 µM), inactives show top-dose activity change, negative = inhibition, most hits filed as inhibitors; hit rate 0.092% among 330,000; AID 2101;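 note: 0% = full enzyme activity and -100% = no enzyme basal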
FEN1 inhibitor: blocks human flap endonuclease 1. Potency, µM (titrated, usually from 114 µM), without a hit: top-dose activity change, negative = inhibition, hits mostly inhibitors. Recombinant FEN1 flap cleavage, fluorescence, 15 min. hit rate 0.35% among 390,000. P39748; note: nearly all actives have a fitted effect of over 65% in size
Target sequence (P39748 whole entry, looked up): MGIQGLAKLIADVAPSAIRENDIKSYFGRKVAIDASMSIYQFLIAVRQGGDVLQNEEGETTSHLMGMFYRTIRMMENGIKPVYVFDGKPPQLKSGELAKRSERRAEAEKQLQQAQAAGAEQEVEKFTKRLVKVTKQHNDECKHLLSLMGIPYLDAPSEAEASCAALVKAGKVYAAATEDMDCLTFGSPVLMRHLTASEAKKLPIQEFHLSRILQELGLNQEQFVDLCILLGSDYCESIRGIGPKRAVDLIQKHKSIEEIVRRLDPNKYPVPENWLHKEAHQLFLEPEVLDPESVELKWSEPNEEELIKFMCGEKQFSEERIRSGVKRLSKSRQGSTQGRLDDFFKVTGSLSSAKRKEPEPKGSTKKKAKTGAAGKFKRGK
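Steps: FEN1 (10 nM) dispensed; compound added by pin tool; 15 min at room temperature; substrate added to 50 nM final; reads at 0 min and 15 min; data normalized and fitted (four-parameter Hill).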
TDP1 block: inhibitors of human tyrosyl-DNA phosphodiesterase TDP1; hit rate 0.28% among 350,000; recombinant TDP1, AlphaScreen DNA substrate cleavage; Potency, µM (series often up to 130 µM), for inactives: top-dose activity change, negative = inhibition, most hits filed as inhibitors; Q9NUW8; note: nearly all actives have a fitted effect of over 40% in size
Target sequence (Q9NUW8 whole entry, looked up): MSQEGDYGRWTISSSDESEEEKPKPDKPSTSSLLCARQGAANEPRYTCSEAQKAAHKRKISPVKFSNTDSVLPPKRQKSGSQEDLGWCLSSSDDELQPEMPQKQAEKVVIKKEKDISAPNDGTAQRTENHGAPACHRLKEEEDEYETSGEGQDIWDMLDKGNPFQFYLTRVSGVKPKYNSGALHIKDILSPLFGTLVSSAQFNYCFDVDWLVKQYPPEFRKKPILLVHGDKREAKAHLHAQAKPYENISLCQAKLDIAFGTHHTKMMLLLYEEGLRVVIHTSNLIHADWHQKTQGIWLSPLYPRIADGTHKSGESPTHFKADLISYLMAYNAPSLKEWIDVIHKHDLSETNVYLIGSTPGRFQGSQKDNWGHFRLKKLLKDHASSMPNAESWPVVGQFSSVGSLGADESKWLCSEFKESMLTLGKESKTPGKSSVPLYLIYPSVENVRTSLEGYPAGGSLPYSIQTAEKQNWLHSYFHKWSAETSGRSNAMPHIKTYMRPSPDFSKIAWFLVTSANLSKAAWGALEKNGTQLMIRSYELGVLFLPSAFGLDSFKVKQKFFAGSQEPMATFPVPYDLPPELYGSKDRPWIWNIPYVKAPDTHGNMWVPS
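Recombinant E. coli-expressed Tdp1 (1 nM) preincubated with compound 15 min at RT, then 5'-biotin/3'-phosphotyrosine-FITC DNA substrate (15 nM) added for 5 min. AlphaScreen beads (10 ug/ml) added, 10 min RT; tyrosine-FITC cleavage read as signal loss.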
Active calls of the source: *; ? = inconclusive; nt = no result given; & = joins results of further samples; [ ] = another dose, or the depositor's remark. Calls come from the whole dose curve; as a rule, active = well fitted curve in the direction sought with a large enough effect; inconclusive = small, poorly fitted or top-dose-only effect, or another doubt; inactive = no such curve, though single readings can be large; an effect the other way counts as inactive or inconclusive. Unless noted, % is set by controls: 0 for no effect and ±100 for the full control effect; potency is the fitted concentration of half-maximal effect. Compounds as they come; about 0.57% have a hit in one of these screens.

SMILES | N370S GC mod | FEN1 inhibitor | TDP1 block
O=C(OCC#CCSc1nnc(-c2cccc3ccccc23)o1)c1ccc2ccccc2c1 | nt | -12.0% | -4.4%
Cc1ccc(CSCc2nnc(SCC(=O)N3CCN(c4ccccc4)CC3)n2C)cc1 | nt | 0.0% | 2.0%
COc1ccc(C2CC(=O)c3cnc(NC(=O)c4cccc(OC)c4)nc3C2)cc1 (stereo not given) | 1.2% | 6.6% | 3.9%
O=C(Cc1ccccc1[N+](=O)[O-])NCCSCc1c(F)cccc1Cl | 6.7% | -4.7% | 7.2%
CC(C)(C)CC(C)(C)NC1=CC(=O)OC12CCCCC2 | 0.6% | -3.3% | 3.3%
O=[N+]([O-])c1cc(C(F)(F)F)ccc1NCCCCNS(=O)(=O)c1ccc(Cl)cc1 | 4.9% | -5.1% | 6.9%
CCN(CC(=O)Nc1ccc(NC(C)=O)cc1)C(=O)c1ccc2ccccc2c1 | -20.3% | -5.6% | nt
COC(=O)c1sc(NC(=O)COc2ccccc2C)nc1C | -0.9% | 5.2% | 6.3%
O=C(Oc1cccc(O)c1)C1CCCCC1 | -2.2% | nt | 0.0%
O=C(NCc1cccs1)C1CCCN(S(=O)(=O)c2cccc3cccnc23)C1 (stereo not given) | 2.8% | 18.3% | 1.3%
Cc1ccc(N(CC(=O)NC2CCCCC2)S(=O)(=O)c2cccs2)cc1 | 1.9% | 20.3% | 0.7%
Cc1ccc(-c2noc(CSc3nnc(-c4ccncc4)n3-c3ccc(F)cc3)n2)cc1 | 4.9% | 1.3% | 7.8%
CCc1ccc(OCCNc2cc(N3CCNC(C)C3)ccc2[N+](=O)[O-])cc1 (stereo not given) | nt | -7.4% | 4.0%[56.1 µM]
CN(C(=O)C1CCCN1S(=O)(=O)c1ccc(Cl)cc1)c1ccccc1 (stereo not given) | nt | 15.6% | -1.3%
COc1ccc(N2CCN(C(=O)c3ccccc3NC(=O)C3=C(C)OCCS3)CC2)cc1 | -0.3% | -18.7% | 7.3%
Cc1nc(-n2nc(C)c(Cc3ccccc3Cl)c2C)sc1C(=O)Nc1ccccc1F | nt | -2.5% | 4.7%
C#CCOCCOCCOCCNc1nc(N2CCN(C(=O)CCCCCCCCCCNC(=O)Cn3cc(CCCCCN)nn3)CC2)nc(N2CCN(C(=O)CCCCCCCCCCNC(=O)[C@@H](CCC(=O)O)n3cc(CCCCCN)nn3)CC2)n1 | -16.6% | 6.9% | 2.4%
Cc1ccc(/C=C/S(=O)(=O)NCC(=O)OCC(=O)Nc2ccc(C(N)=O)cc2)cc1 | 0.0% | -0.3% | -13.9%[0.505 µM]
COc1ccc(CCNc2ccc(C(CC(N)=O)NC(=O)Cc3cccc4ccccc34)cc2[N+](=O)[O-])cc1 (stereo not given) | 1.8% | -9.6% | 6.2%
COc1cccc(CN2CCNC(=O)C2CC(=O)NCC2CCOCC2)c1 (stereo not given) | 13.1% | 18.7% | 4.3%
Cc1ccc(CSc2nnc(-c3cccc(S(=O)(=O)N4CCOCC4)c3)n2CC(C)C)cc1 | -9.3% | -10.7% | 5.6%
CCc1ccc(NC(=O)c2ccnc(C(C)(C)C)c2)cc1 | 9.7% | -18.2% | 1.0%
COc1ccccc1C1=Nn2c(nnc2-c2ccccc2OC)SC1 | 0.9% | nt | 5.0%
CCOC(=O)c1[nH]c2ccc(OC)cc2c1NC(=O)CN1CCc2ccccc2C1 | 2.7% | -17.3% | 9.0%
O=C(CCc1ccc(S(=O)(=O)N2CCOCC2)cc1)Nc1nccs1 | -5.4% | 14.4% | -2.9%
CN(C)CCCN(C(=O)c1ccc(S(=O)(=O)N2CCCC2)cc1)c1nc2c(F)cc(F)cc2s1 | ? | -16.8% | -0.4%
S=C(Nc1cccc(Cl)c1)N1CCN(c2ccccn2)CC1 | 1.9% | 1.6% | 1.2%
O=C(c1ccco1)N1CCN(C(=O)C2CC(c3ccccc3F)=NO2)CC1 (stereo not given) | -1.0% | 22.6% | 2.7%
COc1ccccc1S(=O)(=O)Nc1ccc2nc(C)sc2c1 | nt | -10.8% | 0.1%
CC1=CC2=NC(=O)/C(=C\c3cccn3CCOc3ccccc3C)C(=N)N2O1 | 7.9% | -1.2% | 5.4%
Cc1ccccc1C(=O)Nc1cc(S(=O)(=O)N2CCOCC2)ccc1N1CCN(C)CC1 | nt | -9.2% | 1.4%
COc1cc(Cc2nccc3cc(OC)c(OC)cc23)c(S(=O)(=O)O)cc1OC | -0.9% | 1.2% | nt
CC1CC(C)CN(CCCNC(=O)C2CCCN(c3ncnc4c3nc3n4CCCCC3)C2)C1 (stereo not given) | -10.5% | 4.4% | -5.6%
O=C1CC(c2nc(-c3ccccc3)no2)CN1c1ccccc1 (stereo not given) | nt | -8.7% | 7.1%
O=C(c1cccc(N2C(=O)C3C4C=CC(C4)C3C2=O)c1)N1CCN(c2ccccc2F)CC1 (stereo not given) | 7.0% | -8.1% | 3.0%
CCOC(=O)Cn1nc(C)n(-c2c(C)cccc2C)c1=O | -2.4% | 1.2% | 2.4%
C/C=C/c1ccc(OCC(=O)Nc2cc(OC)c(OC)c(OC)c2)c(OC)c1 | -20.1% | -12.3% | 8.0%
O=C(Nc1cccc(S(=O)(=O)NC2=NCCCCC2)c1)c1cc(-c2ccccc2Cl)nc2ccccc12 | -10.5% | -18.1% | 2.7%
CC(C)Nc1nc(NC(C)C)nc(C(N)=O)n1 | 5.7% | -5.6% | 9.5%
CCCCCSc1nc2c(cnn2-c2ccc(F)cc2)c(=O)[nH]1 | -4.6% | -5.7% | nt
CC(C)(C)NC(=O)CCN(/N=C/c1ccc([N+](=O)[O-])o1)C1=NS(=O)(=O)c2ccccc21 | -1.9% | -1.1% | 1.2%
Cc1ccc(NC(=O)CSc2nccn2Cc2ccco2)cc1 | 2.5% | 4.9% | 6.1%
O=C(CNC(=O)c1ccccc1F)NCc1ccccn1 | nt | 21.1% | -0.4%
Cc1ccc(C)c(NC(=O)CN(C)C(=O)c2cccc(-n3cccc3)c2)c1 | -6.1% | -18.3% | 2.8%[0.505 µM]
O=C(O)C1C2C=CC(O2)C1C(=O)NCCC1=CCCCC1 (stereo not given) | 4.8% | 4.6% | -5.5%

Record cards (already shown). Values in the order: N370S GC mod, FEN1 inhibitor, TDP1 block
Shown for CC(C)Nc1nc(NC(C)C)nc(C(N)=O)n1 → 5.7%, -5.6%, 9.5%
Shown for C/C=C/c1ccc(OCC(=O)Nc2cc(OC)c(OC)c(OC)c2)c(OC)c1 → -20.1%, -12.3%, 8.0%
Shown for Cc1ccc(C)c(NC(=O)CN(C)C(=O)c2cccc(-n3cccc3)c2)c1 → -6.1%, -18.3%, 2.8%[0.505 µM]

The results go on.
SMILES | N370S GC mod | FEN1 inhibitor | TDP1 block
N#Cc1c(C(F)(F)F)cc(-c2ccccc2)nc1SCC(=O)N1CCOCC1 | 0.4% | 5.7% | 0.0%
COc1cc(OC)c(NC(=O)c2c3c(nn2C)-c2ccccc2SC3)cc1Cl | nt | -20.2% | 1.3%
Cc1cc(C)c(S(=O)(=O)N2CCCOC2CNC(=O)C(=O)NCc2cccnc2)c(C)c1 (stereo not given) | 2.4% | -3.9% | 5.0%
CS(=O)(=O)c1cccc(C(=O)Nc2ccc(S(=O)(=O)N3CCCCC3)cc2)c1 | -2.1% | 5.6% | nt
Cc1ccc(-n2c(SCC(=O)N3CCCC3)nc3c(c2=O)SCC3)cc1 | -1.3% | nt | 4.3%
CCOc1cccc(CN2CCC(Oc3ccc(C(=O)NCc4ccccn4)cc3)CC2)c1 | 3.3% | 17.5% | 4.1%
Cc1nn(CCC(=O)Nc2cccc(C#N)c2)c(C)c1S(=O)(=O)N1CCCCC1 | 9.1% | -13.7%&15.0% | 0.5%&3.8%
Cc1cc(C)c(C#N)c(OCC(=O)c2ccccc2)n1 | 4.8% | -6.9% | -8.8%
Cc1ccc(-n2nc3ccc(NC(=O)/C=C/c4ccco4)cc3n2)cc1C | -5.5% | -0.4% | 1.9%
Cc1ccccc1CS(=O)(=O)c1snnc1C | 1.9% | -12.0% | -3.9%
COc1ccc(-c2ccc3c(c2)c(C#Cc2ccsc2)c(-c2cc(OC)cc(OC)c2)n3C)cc1 | nt | 3.7% | 1.6%
COc1ccc(Cl)cc1C(=O)NNC(=O)c1cc2ccccc2o1 | nt | -5.9% | -3.5%
COc1cc(NC(=O)c2ccc3c(=O)n(Cc4ccco4)c(=S)[nH]c3c2)cc(OC)c1OC | -26.5% | -0.2% | 4.0%
CCOc1cnc(-c2ccc(OC)cc2)o1 | 9.5% | 6.3% | 5.1%
Cc1ccc(NC(=O)c2cn(-c3ccccc3)nc2-c2ccccc2)cc1 | nt | 18.4% | 5.7%
Cc1cc(Cl)nc(Cl)c1C(=O)NCc1ccc(Cl)cc1 | 0.4% | 15.7% | nt
CS(=O)(=O)N(Cc1ccccc1)c1ccc(C(=O)Nc2cccc(Cl)c2)cc1 | nt | -23.8% | -5.7%[12.3 µM]
Cc1cc(NC(=O)c2cncc(Br)c2)no1 | -11.5% | -13.1% | -0.9%
COc1ccc(C2CC(=O)Nc3cc4c(cc32)OCO4)c(OC)c1 (stereo not given) | nt | 1.7% | 2.5%
CCOc1ccc(CNC(=O)CCSCc2ccccc2F)cc1OC | -7.1% | -0.3% | 2.5%
CC1CCCC(NC(=O)c2ccc3c(=O)n(CC4CCCO4)c(=O)[nH]c3c2)C1C (stereo not given) | -18.0% | -1.1% | 2.9%
CCOC(=O)c1c(C)[nH]c(C(=O)COC(=O)c2c(CC)noc2C)c1C | -2.6% | -11.9% | -9.5%
O=C(Cn1c(=O)n(Cc2ccco2)c(=O)c2c3c(sc21)CCCCC3)c1ccccc1 | 3.3% | 4.9% | -14.3%
Cc1occc1C(=O)Nc1cccc2ccccc12 | 10.3% | 2.5% | 5.5%
Cc1nc2cc(NC(=O)NCCCO)ccc2o1 | ? | -6.3% | -1.2%
CC(C)CNC(=S)N1CCN(c2nc(-c3ccc(Cl)cc3)cs2)CC1 | -3.5% | -11.3% | nt
CSc1ccc(Cl)c(C(=O)OCC(=O)N(C)CCC#N)c1 | 9.7% | -10.5% | 5.9%
COc1cc(OC)c(OC)cc1/C=N/N(C)c1ccccc1 | -2.8% | -23.0% | 12.6%
Cc1cccc(NS(=O)(=O)c2ccc(C(=O)NCCCN3CCCC3=O)cc2)c1C | 6.0% | 1.1% | nt
CCOC(=O)c1c(C)[nH]c(C(=O)COC(=O)Cn2cc(C(F)(F)F)ccc2=O)c1C | nt | -18.9% | 0.5%

Quoted at random: five records from the list.
SMILES | N370S GC mod | FEN1 inhibitor | TDP1 block
COc1cc(OC)c(OC)cc1/C=N/N(C)c1ccccc1 | -2.8% | -23.0% | 12.6%
Cc1cc(NC(=O)c2cncc(Br)c2)no1 | -11.5% | -13.1% | -0.9%
COc1ccc(C2CC(=O)Nc3cc4c(cc32)OCO4)c(OC)c1 (stereo not given) | nt | 1.7% | 2.5%
CS(=O)(=O)N(Cc1ccccc1)c1ccc(C(=O)Nc2cccc(Cl)c2)cc1 | nt | -23.8% | -5.7%[12.3 µM]
O=C(Cn1c(=O)n(Cc2ccco2)c(=O)c2c3c(sc21)CCCCC3)c1ccccc1 | 3.3% | 4.9% | -14.3%

Further compounds follow.
SMILES | N370S GC mod | FEN1 inhibitor | TDP1 block
COc1ccc(NC(=O)COC(=O)Cn2cnc3ccccc32)cc1 | nt | 1.6% | -0.2%
Cc1ccc(S(=O)(=O)N2CCOCC2)cc1C(=O)NCC1CCCCC1 | nt | -1.1% | -0.1%
Cc1occc1C(=O)Nc1ccc2c(c1)OCCO2 | 9.5% | -12.0% | -4.4%
c1csc(Cc2nn3c(-c4ccncc4)nnc3s2)c1 | 7.1% | ? | nt
O=C(Cn1nnc(-c2ccc(Cl)cc2)n1)NCC1CCCCC1 | 4.3% | -1.1% | 2.9%
CC(=O)Nc1ccc(S(=O)(=O)N2CCN(CCN3CCOCC3)CC2)cc1Cl | 4.2% | -17.0% | 3.1%
CCC1(CC)NC(=O)N(CC(=O)OC(C)C(=O)Nc2ccc(Cl)cn2)C1=O (stereo not given) | 1.8% | -2.9% | -12.3%
O=c1cc(-c2ccc(O)c(O)c2)oc2cccc(O)c12 | ? | nt | 17.8%[56.1 µM]
CCOC(=O)c1ccc(NC(=O)COc2cc(=O)n(CC)c3ccccc23)cc1 | -3.0% | -5.9% | 1.0%
Cc1c(S(=O)(=O)N2CCCC2)c(=O)n(C)c(=O)n1C | -3.2% | -1.8% | nt
Cc1cc(C)c2nc(NC(=O)C3CC(=O)N(Cc4ccco4)C3)sc2c1 (stereo not given) | 6.3% | -9.9% | 5.3%
O=C(N/N=C/c1ccc2cccnc2c1)c1ccco1 | 0.5% | -4.2% | 5.4%
Cc1cccc(NC(=O)CCSc2ccccc2)c1C | 3.3% | 19.8% | ?
COc1cccc(NC(=O)CCc2ccccc2)c1 | -4.2% | -3.3% | nt
Cn1ccnc1SCCC#N | 6.3% | 0.3% | 4.0%
COc1ccc(-c2csc(Nc3ccc(S(N)(=O)=O)cc3)n2)cc1OC | -28.8% | -27.0% | 5.4%
